Screening results from PubChem BioAssay.
NR2E3 ag-1: activates human photoreceptor nuclear receptor NR2E3. GST-NR2E3/biotin-RetCOR TR-FRET, 1536-well. AID 2300. 0.12% of 320,000 active. inhibition of corepressor binding, % at 4.78 µM. Q9Y5X4;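 active = percent inhibition above the cutoff of mean plus 3 SD of all tested compounds, set per screening campaign, cut at about 20% in these data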;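 note: 0% = DMSO wells and 100% = biotin wells as full block of FRET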
Target sequence (Q9Y5X4 whole entry, looked up): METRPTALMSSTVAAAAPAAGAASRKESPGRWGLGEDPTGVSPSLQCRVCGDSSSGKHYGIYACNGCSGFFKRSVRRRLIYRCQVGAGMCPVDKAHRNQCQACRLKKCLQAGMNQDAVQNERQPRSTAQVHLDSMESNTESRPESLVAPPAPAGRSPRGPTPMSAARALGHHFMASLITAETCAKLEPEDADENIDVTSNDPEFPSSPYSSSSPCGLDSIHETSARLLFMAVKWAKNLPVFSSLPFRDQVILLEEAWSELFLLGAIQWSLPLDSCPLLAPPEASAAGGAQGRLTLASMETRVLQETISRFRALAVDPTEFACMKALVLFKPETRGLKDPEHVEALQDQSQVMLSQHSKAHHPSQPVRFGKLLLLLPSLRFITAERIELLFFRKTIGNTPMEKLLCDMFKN
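Test system: GST-NR2E3 and biotin-RetCOR proteins | Quantity: 1.35 nM GST-tagged NR2E3 final | Medium: Tris pH 7.5 | Also added: 7 nM biotin-RetCOR | Dosing: Compound at 4.8 µM, single dose | Timing: 5 h at 4 °C | Detection: Time-resolved FRET | Read-out basis: Percent inhibition | Benchmarks: Biotin wells as high control, 0.6% DMSO wells as low control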
Peg3 promoter: reduces Peg3 promoter-driven luciferase expression in HeLa. HeLa PEG-Prom luciferase reporter, luminescence, overnight. inhibition, % at 20 µM. 1.7% of 360,000 active;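 active = inhibition of at least 50% at 20 µM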
Shn3 inh set2: Schnurri-3 reporter inhibition in Clone20 osteoblasts; Clone20 osteoblast Shn3 3'UTR firefly luciferase, 24 h; inhibition, % at 12.5 µM; 0.52% of 360,000 active;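 active = mean inhibition of at least 75% with every replicate also reaching 75%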;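 note: 0% = median of neutral control wells and 100% = pilot-screen positive control compound; some compounds past the cut are filed as inactive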
CF NFkB block: cystic fibrosis NF-kB activation inhibition | KKLEB NF-kB-GFP reporter, PAF-induced, GFP fluorescence overnight | 0.86% of 360,000 active | AID 588850 | inhibition, % at 5 µM;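 active = at least 50% inhibition at 5 µM, scaled per plate between neutral and stimulator controls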;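 note: PAF is a Pseudomonas aeruginosa culture filtrate used as stimulus; plate controls were PAF-stimulated DMSO wells for no effect and unstimulated DMSO wells for full effect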
NR2E3 ag-2: human photoreceptor-specific nuclear receptor agonism. Q9Y5X4. CHO-S Gal4-NCOR/VP16-NR2E3 two-hybrid, luciferase. inhibition of corepressor binding, % at 3.98 µM. 0.35% of 360,000 active. AID 602229;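 active = inhibition above the mean of all tested compounds plus 3 SD, cut at about 70% in these data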;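 note: 0% = DMSO with NR2E3 transfected cells and 100% = cells lacking NR2E3 construct; higher means lower luciferase signal from less NR2E3 corepressor binding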
TRPM1 prom inh: reduces MITF-dependent TRPM1 promoter luciferase signal | AID 488899 | inhibition, % at 12.5 µM | 0.83% of 330,000 active | SK-MEL-5 TRPM1 promoter luciferase, 24 h;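 active = mean inhibition across replicates of 60% or more, whatever share of single replicates reaches that level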; note: values of inactives mirror those of a sister screen read the other way
HIF-2a inh: HIF-2a inhibition. inhibition, % at 18.8 µM. 786-0 RCC cells HIF-2a reporter, luciferase luminescence, overnight. 0.72% of 360,000 active;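 active = inhibition of the luminescence signal of 40% or more relative to plate controls, in a single-dose primary screen at 18.75 µM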
aDG glyco up: increases alpha dystroglycan glycosylation; Pro5-aDG cells, alpha-DG glycosylation AlphaScreen (IIH6); 0% Pro5, 100% B10-LARGE cell signal; AID 624168; activation, % at 10 µM; 0.22% of 360,000 active;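 active = activation of at least 8% versus controls, or a plate z-score of at least 8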;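 note: Pro5 are CHO cells carrying HIG-tagged alpha-DG that lacks glycosylation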
hiPSC survival: enhancers of human iPSC single-cell survival. hiPSC single-cell survival, ATPlite luminescence; 100% = ROCK inhibitor wells, 0% = DMSO. survival enhancement, % at 20 µM. 0.044% of 360,000 active. AID 602274; in the data active = survival enhancement above about 18%;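 note: cells exposed to compounds for 16 hours before the ATP read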
TWEAK-Fn14 inh: TWEAK-Fn14 signaling inhibition. TWEAK-stimulated Fn14 reporter cells, luciferase luminescence, 8 h. inhibition, % at 10 µM. 2% of 360,000 active. AID 1159606; in the data active = inhibition above about 50%
KKLEB cytotox: reduces viability of KKLEB cystic fibrosis airway cells; KKLEB CF airway cells viability, ATPlite luminescence, overnight; stronger effect = lower value; cells stimulated with P. aeruginosa culture filtrate; activity change (cytotoxicity), % at 5 µM; 0.36% of 360,000 active;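 active = corrected activity change at or below -50% at 5 µM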
* marks the source's active call; other numbers are inactive results.

How did CCC1(C)Cc2c(sc3c2c(=O)n(C)c2nnc(SCc4ccccc4)n32)CO1 (centres undefined) do in these assays?
NR2E3 ag-1: -1; Peg3 promoter: 25; Shn3 inh set2: 30; CF NFkB block: -8; NR2E3 ag-2: 8; TRPM1 prom inh: 11; HIF-2a inh: 14; aDG glyco up: 0.0; hiPSC survival: 4.2; TWEAK-Fn14 inh: -24; KKLEB cytotox: 8

What do the screens show for `Cc1nn(-c2ccc(Cl)cc2)c(=O)c2c(C)noc12`?
NR2E3 ag-1: 4; Peg3 promoter: 7; Shn3 inh set2: -13; CF NFkB block: 9; NR2E3 ag-2: -16; TRPM1 prom inh: 8; HIF-2a inh: 7; aDG glyco up: 0.0; hiPSC survival: 0.9; TWEAK-Fn14 inh: -30; KKLEB cytotox: -10

How did COc1ccc(OC)c(C(=O)NC2CCSc3ccccc32)c1 (centres undefined) do in these assays?
NR2E3 ag-1: 4; Peg3 promoter: 4; Shn3 inh set2: 9; CF NFkB block: -2; NR2E3 ag-2: -8; TRPM1 prom inh: -1; HIF-2a inh: -28; aDG glyco up: 0.0; hiPSC survival: 0.1; TWEAK-Fn14 inh: -6; KKLEB cytotox: -18

How did COc1ccc(CCNC(=O)c2cccc(S(=O)(=O)NC(C)c3ccccc3)c2)cc1 (centres undefined) do in these assays?
NR2E3 ag-1: 3; Peg3 promoter: 12; Shn3 inh set2: 6; CF NFkB block: -7; NR2E3 ag-2: 16; TRPM1 prom inh: -6; HIF-2a inh: 11; aDG glyco up: 0.5; hiPSC survival: 5.7; TWEAK-Fn14 inh: -2; KKLEB cytotox: 9

What do the screens show for `Cc1ccc(N=C(N(C)C)P(=O)(N(C)C)N(C)C)c(C)c1`?
NR2E3 ag-1: 4; Peg3 promoter: 18; Shn3 inh set2: 4; CF NFkB block: 7; NR2E3 ag-2: -12; TRPM1 prom inh: 6; HIF-2a inh: 12; aDG glyco up: 0.0; hiPSC survival: -0.2; TWEAK-Fn14 inh: 3; KKLEB cytotox: 9

How did COc1ccc(NC(=O)N2CCCCC2c2cccnc2)cc1 (centres undefined) do in these assays?
NR2E3 ag-1: -2; Peg3 promoter: -4; Shn3 inh set2: 11; CF NFkB block: -2; NR2E3 ag-2: -9; TRPM1 prom inh: -13; HIF-2a inh: -5; aDG glyco up: -0.1; hiPSC survival: 0.9; TWEAK-Fn14 inh: -6; KKLEB cytotox: 7

What do the screens show for `CC1=CC(C)(C)NC(=S)N1c1ccc(N(C)C)cc1`?
Peg3 promoter: -12; Shn3 inh set2: -7; CF NFkB block: 3; NR2E3 ag-2: -28; TRPM1 prom inh: -13; HIF-2a inh: -19; aDG glyco up: 0.2; hiPSC survival: 2.2; TWEAK-Fn14 inh: 9; KKLEB cytotox: 7

How did Cc1ccc(Sc2sc(=O)n(C)c2S(=O)(=O)c2ccc(C)cc2)cc1 do in these assays?
NR2E3 ag-1: -1; Peg3 promoter: 22; Shn3 inh set2: 19; CF NFkB block: 5; NR2E3 ag-2: 15; TRPM1 prom inh: 3; HIF-2a inh: 17; aDG glyco up: 0.0; hiPSC survival: -0.5; TWEAK-Fn14 inh: 15; KKLEB cytotox: -26

Results for CCCCc1cc(C)c(S(=O)(=O)c2ccccc2C)c(=O)[nH]1 ?
NR2E3 ag-1: 0; Peg3 promoter: 6; Shn3 inh set2: -11; CF NFkB block: -3; NR2E3 ag-2: -17; TRPM1 prom inh: -8; HIF-2a inh: 32; aDG glyco up: 0.1; hiPSC survival: 0.7; TWEAK-Fn14 inh: -1; KKLEB cytotox: 1

What do the screens show for `Cc1ccc(Cc2cnc(N)s2)o1`?
NR2E3 ag-1: 2; Peg3 promoter: 13; Shn3 inh set2: -8; CF NFkB block: 4; NR2E3 ag-2: -3; TRPM1 prom inh: 3; HIF-2a inh: -7; aDG glyco up: 0.4; hiPSC survival: 0.6; TWEAK-Fn14 inh: -2; KKLEB cytotox: 0

How did Fc1ccccc1CNc1nc(-c2cccnc2)nc2ccccc12 do in these assays?
NR2E3 ag-1: 1; Peg3 promoter: 22; Shn3 inh set2: 15; CF NFkB block: -9; NR2E3 ag-2: 17; TRPM1 prom inh: 14; HIF-2a inh: -11; aDG glyco up: -0.2; hiPSC survival: -0.2; TWEAK-Fn14 inh: -10; KKLEB cytotox: 3

Results for COc1cccc(CN2CCN(Cc3nc(-c4cccc(F)c4F)oc3C)CC2=O)c1 ?
NR2E3 ag-1: -2; Peg3 promoter: 10; Shn3 inh set2: -3; CF NFkB block: 29; NR2E3 ag-2: 18; TRPM1 prom inh: 23; HIF-2a inh: 21; aDG glyco up: 0.0; hiPSC survival: -0.3; TWEAK-Fn14 inh: 21; KKLEB cytotox: 3

Of the compounds above, 3 contain a halogen.
What do the screens show for `Cc1nn(-c2ccc(Cl)cc2)c(=O)c2c(C)noc12`?
NR2E3 ag-1: 4; Peg3 promoter: 7; Shn3 inh set2: -13; CF NFkB block: 9; NR2E3 ag-2: -16; TRPM1 prom inh: 8; HIF-2a inh: 7; aDG glyco up: 0.0; hiPSC survival: 0.9; TWEAK-Fn14 inh: -30; KKLEB cytotox: -10

How did Fc1ccccc1CNc1nc(-c2cccnc2)nc2ccccc12 do in these assays?
NR2E3 ag-1: 1; Peg3 promoter: 22; Shn3 inh set2: 15; CF NFkB block: -9; NR2E3 ag-2: 17; TRPM1 prom inh: 14; HIF-2a inh: -11; aDG glyco up: -0.2; hiPSC survival: -0.2; TWEAK-Fn14 inh: -10; KKLEB cytotox: 3

Results for COc1cccc(CN2CCN(Cc3nc(-c4cccc(F)c4F)oc3C)CC2=O)c1 ?
NR2E3 ag-1: -2; Peg3 promoter: 10; Shn3 inh set2: -3; CF NFkB block: 29; NR2E3 ag-2: 18; TRPM1 prom inh: 23; HIF-2a inh: 21; aDG glyco up: 0.0; hiPSC survival: -0.3; TWEAK-Fn14 inh: 21; KKLEB cytotox: 3

(more compounds)
How did COc1cccc(NC(=O)N(C)C[C@@H]2Oc3cc(Br)ccc3S(=O)(=O)N([C@@H](C)CO)C[C@H]2C)c1 do in these assays?
Peg3 promoter: -4; Shn3 inh set2: -21; CF NFkB block: 2; NR2E3 ag-2: -45; HIF-2a inh: -2; aDG glyco up: -0.1; hiPSC survival: -1.3; TWEAK-Fn14 inh: 2; KKLEB cytotox: -11

How did c1ccc(Cc2nnc(N3CCCCC3)c3ccccc23)cc1 do in these assays?
NR2E3 ag-1: 6; Peg3 promoter: 14; Shn3 inh set2: -6; CF NFkB block: 4; NR2E3 ag-2: -2; TRPM1 prom inh: -1; HIF-2a inh: 27; aDG glyco up: 0.7; hiPSC survival: 0.3; TWEAK-Fn14 inh: -9; KKLEB cytotox: 10

What do the screens show for `Cn1cc(/C=C(\C#N)C(=O)Nc2ncc(Cc3ccc(Cl)cc3)s2)c2ccccc21`?
NR2E3 ag-1: 2; Peg3 promoter: -6; Shn3 inh set2: 5; CF NFkB block: -38; NR2E3 ag-2: -14; TRPM1 prom inh: 0; HIF-2a inh: -14; aDG glyco up: 0.1; hiPSC survival: -1.2; TWEAK-Fn14 inh: 18; KKLEB cytotox: 3

Results for O=C(O)c1ccc(CSc2nc3ccc(NC(=O)c4ccccc4C(=O)O)cc3s2)cc1 ?
NR2E3 ag-1: 1; Peg3 promoter: -8; Shn3 inh set2: 21; CF NFkB block: -6; NR2E3 ag-2: -24; TRPM1 prom inh: 4; HIF-2a inh: 1; aDG glyco up: -0.3; hiPSC survival: -0.4; TWEAK-Fn14 inh: 35; KKLEB cytotox: 0

How did Cc1ccc(C)c2[nH]c(=O)c(CCNC(=O)CCc3ccccc3)cc12 do in these assays?
NR2E3 ag-1: 5; Peg3 promoter: -3; Shn3 inh set2: -13; CF NFkB block: -38; NR2E3 ag-2: -5; TRPM1 prom inh: 8; HIF-2a inh: -1; aDG glyco up: 0.1; hiPSC survival: -2.2; TWEAK-Fn14 inh: 19; KKLEB cytotox: 24

Results for O=C(Nn1cnnc1)c1ccccc1Cl ?
NR2E3 ag-1: 0; Peg3 promoter: 8; Shn3 inh set2: 11; CF NFkB block: -20; NR2E3 ag-2: 1; TRPM1 prom inh: -9; HIF-2a inh: 13; aDG glyco up: 0.0; hiPSC survival: -0.5; TWEAK-Fn14 inh: 3; KKLEB cytotox: 11

What do the screens show for `Cc1occc(=O)c1O`?
NR2E3 ag-1: 5; Peg3 promoter: -5; Shn3 inh set2: -8; CF NFkB block: -17; NR2E3 ag-2: -16; TRPM1 prom inh: 1; HIF-2a inh: -1; aDG glyco up: -0.1; hiPSC survival: 2.0; TWEAK-Fn14 inh: 5; KKLEB cytotox: -88*

How did Cc1cc(CNC(=O)COc2ccccc2)c2ccccc2n1 do in these assays?
Peg3 promoter: -74; Shn3 inh set2: 23; CF NFkB block: 2; NR2E3 ag-2: 19; TRPM1 prom inh: 8; HIF-2a inh: -73; aDG glyco up: 0.2; hiPSC survival: -0.4; TWEAK-Fn14 inh: -7; KKLEB cytotox: -7

What do the screens show for `Cc1csc(=O)n1CCC(=O)OCC(=O)NCc1ccc(Cl)cc1Cl`?
NR2E3 ag-1: -2; Peg3 promoter: -11; Shn3 inh set2: -12; CF NFkB block: -14; NR2E3 ag-2: -12; TRPM1 prom inh: -3; HIF-2a inh: 4; aDG glyco up: 0.1; hiPSC survival: 0.2; TWEAK-Fn14 inh: 4; KKLEB cytotox: 12

How did CCNc1nc(Oc2ccc(=O)n(-c3ccccc3)n2)nc(N(C)C)n1 do in these assays?
NR2E3 ag-1: -2; Peg3 promoter: 7; Shn3 inh set2: 13; CF NFkB block: 16; NR2E3 ag-2: 6; TRPM1 prom inh: 8; HIF-2a inh: 7; aDG glyco up: -0.1; hiPSC survival: -2.4; TWEAK-Fn14 inh: -12; KKLEB cytotox: 1

How did COc1cccc(-n2nc(C(=O)N3CC(C)CC(C)C3)c3ccccc3c2=O)c1 (centres undefined) do in these assays?
NR2E3 ag-1: 5; Peg3 promoter: 9; Shn3 inh set2: -9; CF NFkB block: 9; NR2E3 ag-2: -8; TRPM1 prom inh: 2; HIF-2a inh: 13; aDG glyco up: 0.2; hiPSC survival: -1.7; TWEAK-Fn14 inh: 18; KKLEB cytotox: -4

Results for COc1ccc2nc(NNC(=O)C3COc4ccccc4O3)sc2c1 (centres undefined) ?
NR2E3 ag-1: 2; Peg3 promoter: 6; Shn3 inh set2: -5; CF NFkB block: -3; NR2E3 ag-2: -32; HIF-2a inh: 5; aDG glyco up: 0.1; hiPSC survival: 3.0; TWEAK-Fn14 inh: 24; KKLEB cytotox: 0

Results for CC1CCCN(S(=O)(=O)c2ccc(C(=O)NC(C)c3ccccc3)cc2)C1 (centres undefined) ?
Peg3 promoter: 22; Shn3 inh set2: 18; CF NFkB block: 16; NR2E3 ag-2: 1; TRPM1 prom inh: -3; HIF-2a inh: 15; aDG glyco up: -0.3; hiPSC survival: 0.5; TWEAK-Fn14 inh: 7; KKLEB cytotox: -1
